Compound activity (PubChem BioAssay)
TGFb SMAD3 inh: qHTS for Inhibitors of TGF-b | Potency, µM (highest dose often 46.1 µM), for the others: at the top dose activity, negative = inhibition, hits mostly inhibitors | HepG2 CAGA-GFP TGF-b/SMAD3 reporter, GFP fluorescence, 18 h; TGF-beta stimulated, 500 pg/mL final | hit rate 1.2% among 410,000; also: potency is read from the fitted curve at half-maximal effect; % is scaled to controls: 0 for no effect and ±100 for the full control effect; nearly all actives have a fitted effect of over 65% in size
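Smad-responsive CAGA-GFP expression was quantified in HEPG2 cells exposed to compounds and 500 pg/mL final TGF-beta for 18 h at 37 degrees C; unstimulated wells defined full inhibition.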
ATXN2 expr inh: Primary qHTS for Inhibitors of ATXN expression; HEK-293 ATXN2-luciferase reporter, luminescence, 24 h; Potency, µM (titrated, usually from 57 µM), for inactives: at the top dose activity change, negative = inhibition, hits mostly inhibitors; hit rate 0.72% among 360,000; also: potency is read from the fitted curve at half-maximal effect; % is scaled to controls: 0 for no effect and ±100 for the full control effect; nearly all actives have a fitted effect of over 55% in size
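qHTS (up to 57 uM final) was run with 24 h compound exposure of reporter cells at 37 °C. Each well was multiplexed: SteadyGlo luminescence measured ATXN2-luciferase expression after a fluorogenic Gly-Phe-AFC viability readout (25 uM final).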
S2 tox: Viability Counterscreen for Primary qHTS for Inhibitors of ATXN expression; S2 cells (HEK-293 line with an ATXN2-luciferase reporter) viability, CellTiter-Fluor protease fluorescence, 24 h; Potency, µM (highest dose often 56.7 µM), actives largely listed as cytotoxic; hit rate 0.49% among 400,000; also: potency is read from the fitted curve at half-maximal effect; nearly all actives have a fitted effect of over 40% in size
HepG2 tox: qHTS for Inhibitors of TGF-b: Cytotox Counterscreen | HepG2 CAGA-GFP viability, ATP luminescence, 18 h | hit rate 0.76% among 410,000 | Potency, µM (top dose mostly 46.1 µM), for the others: top-dose activity change, negative = cytotoxicity, usual class: cytotoxic; also: potency is read from the fitted curve at half-maximal effect; some results filed as inactive show a strong effect at the top dose
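HepG2 CAGA-GFP cells (1000/well, DMEM with 1% FBS) received compound, then TGF-beta at 500 pg/mL final, and were incubated 18 hours at 37 degrees C. Viability was read by CellTiter-Glo luminescence. Media-only wells were set as complete cell-killing and DMSO as no toxicity.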
IL-2 act: qHTS of IL-2 Activators; hit rate 0.065% among 360,000; IL-2 activation reporter assay, cell-based qHTS; stimulated with anti-CD3/CD4/CD28 beads; in transgenic mouse T cells; activation, % (series mostly up to about 46 µM); in the data active = activation above about 50%; inconclusive = mostly about 30% to 49%; also: 0% is about no effect
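EGFP and DsRed fluorescence is measured by plate cytometry in unstimulated transgenic mouse T cells exposed to compound for 60 minutes, then stimulated 18 hours at 37 degrees C with anti-CD3/anti-CD4 beads plus anti-CD28.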
Nrf2 block: Nrf2 qHTS screen for inhibitors; A549 ARE-Fluc reporter, luciferase luminescence, 18-24 h; Potency, µM (highest dose often 46 µM), without a hit: top-dose activity change, negative = inhibition, hits mostly inhibitors; hit rate 2.1% among 360,000; AID 504444, 2011; also: potency is read from the fitted curve at half-maximal effect; % is scaled to controls: 0 for no effect and ±100 for the full control effect; nearly all actives have a fitted effect of over 60% in size
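Reporter: ARE-Fluc in A549. Exposure: 18-24 h, 37 °C, 5% CO2, 5% FBS OPTI-MEM. Readouts: fluorescent cytotoxicity (CellTiter-Fluor), then luminescent Nrf2 signal after BugLite.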
A549 viability: Nrf2 qHTS screen for inhibitors: counterscreen for cytotoxicity | A549 ARE-Fluc cells, CellTiter-Fluor viability, 18-24 h | Potency, µM (doses to about 46 µM), without a hit: top-dose activity change, negative = cytotoxicity, hits mostly inhibitors | hit rate 0.16% among 390,000 | AID 504648, 2011; also: potency is read from the fitted curve at half-maximal effect; % is scaled to controls: 0 for no effect and ±100 for the full control effect
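A549 ARE-Fluc cells in 5% FBS OPTI-MEM, 5000 cells/well, rested 2 h then exposed to compounds in concentration-response for 18-24 h at 37 °C. Viability by CellTiter-Fluor fluorescence (Ex 405/Em 525) after 30 min; luciferase luminescence (BugLite, 15 min, RT) read afterwards.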
Nrf2 ARE act: qHTS of Nrf2 Activators. hit rate 0.31% among 410,000. Potency, µM (top dose mostly 46.1 µM), for the others: top-dose activation, usual class: activators. AREc32 ARE-luciferase reporter (MCF7-derived line), luminescence, 24 h; also: potency is read from the fitted curve at half-maximal effect; % of control where 0% means no effect; nearly all actives have a fitted effect of over 65% in size
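ARE activation measured as luciferase luminescence (Steady-Glo, 30 min RT) in AREc32_Fluc cells after 24 hr compound exposure at 37 deg C, 5% CO2; cells seeded overnight at 1000/well in OPTI-MEM, 5% FBS.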
EPAC2 ag: qHTS for Agonist of cAMP-regulated guanine nucleotide exchange factor 4 (EPAC2): primary screen; Rap guanine nucleotide exchange factor 4 (Homo sapiens), Q8WZA2; EPAC2 activation, biochemical qHTS; response scale: 100% = 6.5 mM cAMP response; Potency, µM (titrated, usually from 154 µM), for inactives: top-dose activation, actives largely listed as activators; hit rate 0.079% among 360,000; AID 720711, 2013; also: potency is read from the fitted curve at half-maximal effect; nearly all actives have a fitted effect of over 50% in size
Target sequence (Q8WZA2 whole entry, looked up): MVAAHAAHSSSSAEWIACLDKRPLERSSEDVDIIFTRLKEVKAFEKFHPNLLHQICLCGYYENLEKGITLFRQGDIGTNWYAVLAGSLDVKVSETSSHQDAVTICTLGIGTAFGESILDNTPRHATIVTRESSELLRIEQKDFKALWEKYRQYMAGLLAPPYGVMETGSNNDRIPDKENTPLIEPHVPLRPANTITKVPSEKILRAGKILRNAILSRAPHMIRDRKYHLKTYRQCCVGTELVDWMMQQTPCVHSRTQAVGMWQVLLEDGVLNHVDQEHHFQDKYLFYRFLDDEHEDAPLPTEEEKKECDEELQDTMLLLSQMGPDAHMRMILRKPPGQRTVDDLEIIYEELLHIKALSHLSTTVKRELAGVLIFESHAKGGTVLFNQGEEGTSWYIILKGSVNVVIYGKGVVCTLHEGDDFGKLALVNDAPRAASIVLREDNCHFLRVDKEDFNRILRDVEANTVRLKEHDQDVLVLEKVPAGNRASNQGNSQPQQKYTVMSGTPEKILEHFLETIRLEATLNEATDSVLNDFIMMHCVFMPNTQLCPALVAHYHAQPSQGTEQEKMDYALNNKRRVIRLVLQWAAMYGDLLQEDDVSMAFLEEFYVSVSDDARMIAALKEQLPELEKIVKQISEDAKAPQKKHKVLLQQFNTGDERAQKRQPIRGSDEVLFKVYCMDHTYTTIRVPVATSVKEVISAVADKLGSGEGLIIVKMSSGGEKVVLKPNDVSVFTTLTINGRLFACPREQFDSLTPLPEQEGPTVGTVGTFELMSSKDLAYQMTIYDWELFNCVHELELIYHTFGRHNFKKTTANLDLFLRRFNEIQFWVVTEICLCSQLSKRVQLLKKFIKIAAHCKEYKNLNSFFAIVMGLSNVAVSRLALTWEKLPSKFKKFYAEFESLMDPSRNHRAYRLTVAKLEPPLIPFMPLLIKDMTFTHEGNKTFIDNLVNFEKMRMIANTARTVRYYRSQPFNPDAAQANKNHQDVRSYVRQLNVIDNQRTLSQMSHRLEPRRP
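qHTS, titration series. 100 nM EPAC2 / 250 nM Rap1B-BODIPY-GDP / 50 uM GDP; RT; ex 480/em 540 nm, 5-min reads to 30 min. Norm. to 6.5 mM cAMP = activation.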
* hit, by the source's call; i = inactive; ? = inconclusive; nt = no result given; & = joins results of further samples; [ ] = another dose, or the depositor's remark. Unless noted, calls follow the shape of the dose curve; as a rule, active = well fitted curve in the direction sought with a large enough effect; inconclusive = small, poorly fitted or top-dose-only effect, or another doubt; inactive = no such curve, though single readings can be large; an effect the other way counts as inactive or inconclusive. Hits appear at their usual frequency; any-hit rate near 4.3%.

structure	A549 viability	EPAC2 ag	Nrf2 block	TGFb SMAD3 inh	Nrf2 ARE act	HepG2 tox	IL-2 act	S2 tox	ATXN2 expr inh
CC(Sc1ccc(S(=O)(=O)N2CCN(C)CC2)cn1)C(=O)NC1CCCC(C)C1C (stereo not given)	nt	-4%	nt	-2%	-0.2%	-16%	0.7	i	nt
CCOc1ccc(-c2cc(NC(=O)Nc3ccccc3C(F)(F)F)c(C(=O)OC)s2)cc1	-3%	nt	6%	-4%	3.6%	4%	nt	nt	nt
C/C=C(/C)C(=O)O[C@@H]1c2c(ccc3ccc(=O)oc23)O[C@@H]1C(C)(C)OC(C)=O	-6%	-3%	-19%	-7%	-0.5%	5%	-0.1	i	-8%
O=C(NCc1ccccc1)c1cc(C2CCCCN2C(=O)c2cccs2)on1 (stereo not given)	nt	6%	nt	-5%	-0.4%	-33%	0.0	i	-3%
Cc1ccc(C)c(OCCCC(=O)Nc2ccccc2C(N)=O)c1	9%	15%	-7%	4%	0.9%	-13%	1.1	i	nt
CN(C(=O)CSc1nc2ccccc2n1Cc1ccccc1C#N)c1ccccc1	-2%	nt	nt	?	0.2%	-19%	nt	i	-7%
CC(C(=O)N1CCCC1)N1CCN(S(=O)(=O)c2ccccc2)CC1 (stereo not given)	3%	9%	7%	27%	-0.4%	-4%	-0.7	i	nt
Nc1cc2c(cc1Cl)-c1ccccc1C2=NO	-9%	10%	15%	?	0.2%	-52%	0.9	i	56%[activator]
COc1ccc(CCNC(=O)c2ccc(CS(=O)(=O)Cc3cccc(C)c3)o2)cc1OC	-7%&-8%	9%	?	-9%&0%	-0.1%&-0.2%	-11%&1%	-5.0	i	-32%
O=C1CCCN2N=C(SCC(=O)N3CCCCC3)SC2=N1	11%	6%	9%	11%	0.3%	11%	1.1	i	nt
COc1cc(/C=C2\SC(=S)N(NC(=O)c3ccccc3OC)C2=O)ccc1O	-5%	17%	3%	17%	3.4%	-6%	1.0	?	6%
Cc1c(C(=O)NCc2ccc(Cl)c(Cl)c2)sc(=O)n1Cc1ccc(S(C)(=O)=O)cc1	nt	5%	nt	-26%	3.7%	-10%	-0.5	i	?
CCOc1ccc(NC(=O)Cn2nc(-c3ccncc3)ccc2=O)cc1	-1%	nt	nt	-3%	-0.3%	-23%	nt	i	2%
Cn1c(SCc2ccccc2C#N)nc2ccccc2c1=O	1%	12%	?	-9%	4.7%	0%	-0.6	i	4%
CCOC(=O)c1ccccc1NC(=O)c1sc2ncn(Cc3cccc(F)c3)c(=O)c2c1C	5%	nt	nt	0%	0.0%	-16%	nt	?	2%
O=C(Nc1ccccc1)c1ccc(S(=O)(=O)NCc2cccnc2)cc1	0%	6%	13µM*	-19%	-0.3%	6%	-0.2	i	-19%
CC(C)c1nc2ccc(Br)cn2c1NC1CCCC1	-5%	-1%	0%	-1%	-0.5%	-11%	0.0	i	-9%
CC1CCN(CCC(=O)Nc2nccs2)CC1	0%	-5%	?	-11%	10%	24%	-0.2	i	-14%
CC1(C)CC2(CCO1)OC(=O)CC2C(=O)Nc1cccc2ccccc12 (stereo not given)	-1%	2%	?	1%	0.1%	0%	-0.8	i	3%
CCNc1cc(Nc2c(C)n(C)n(-c3ccccc3)c2=O)c([N+](=O)[O-])c2nonc12	?	3%	-2%	15%	-0.5%	30%	-0.2	?	-12%
Cn1ccc2c(-c3ccc(CO)cc3)cc3c(c21)C1CCC3C1 (stereo not given)	nt	10%	nt	-23%	4.5%	-5%	-0.9	i	-5%
CCN1C(=O)CC(NC2CCN(C(=O)c3ccc(F)cc3)CC2)C1=O (stereo not given)	-11%	5%	-4%	-23%	0.7%	0%	0.3	i	-6%
COC(=O)c1ccccc1NC(=O)CSc1nnc(-c2cccc(NC(C)=O)c2)n1C	-8%	5%	-11%	30%	-0.4%	4%	0.6	i	-10%
CSc1ncccc1C(=O)OCC(=O)Nc1ccc(C)c(S(=O)(=O)N2CCOCC2)c1	-9%	13%	0%	11%	3.8%	-18%	-0.3	i	-11%
CCCCSCCCNC(=O)Nc1cccc(OC)c1	2%	18%	4%	27%	0.3%	-2%	0.7	i	10%
Cc1c(C(N)=O)c(-c2ccccc2)nn1-c1ccccc1	-2%	3%	7%	7%	2.6%	-5%	-1.0	i	1%
CCCN=C1N(CC)C[C@@H]2[C@@H]3C(=O)N(C)C(=O)[C@@H]3[C@](CC)(C(=O)OC)N12	-8%	10%	-2%	12%	-0.7%	10%	-0.2	i	-2%
CCOC(=O)c1ccccc1NC(=O)Cn1c(=O)n(Cc2nc(-c3ccccc3)no2)c(=O)c2ccccc21	-2%	nt	14%	15%	0.1%	9%	nt	i	4%
COc1ccc(S(=O)(=O)N(CC(=O)NCCSc2ccccc2)c2ccc(C)cc2)cc1	2%	nt	-7%	-17%	-1.0%	-32%	nt	i	-3%
COc1cc(NC(=S)N2CCCC(C)C2)cc(OC)c1OC (stereo not given)	1%	-1%	-7%	-47%	0.3%	-4%	-2.4	i	nt
Nc1c(-c2nc(-c3cccs3)no2)nnn1-c1cccc(Cl)c1	0%	nt	nt	-3%	7.0%	-1%	nt	i	10%
Cc1ccc(C(NC(=O)C2CCN(Cc3ccc(Oc4ccccc4)cc3)CC2)c2ccccn2)cc1 (stereo not given)	nt	23%	nt	?	0.1%	11µM*	-0.6	?	?
CC1(C)CC(=O)C=C(N2CCNCC2)C1	-1%	5%	-19%	7%	0.2%	-6%	2.1	i	1%
Cc1csc2ncnc(N3CCN(C(=S)Nc4ccc(C(F)(F)F)cc4)CC3)c12	-6%	4%	26µM*	?	6.8%	-8%	1.4	i	nt
CCOC(=O)c1cnc(C(C)(C)C)[nH]c1=O	6%	6%	nt	8%	0.0%	-51%	1.2	i	1%
N#C/C(=C/c1ccc2c(c1)OCO2)C(=O)Nc1ccc(O)cc1	1%	8%	11%	-15%	9.7%	-53%	1.9	?	10%[11.3 µM]
CCOc1cc(C#N)c(NC(=O)c2ccnn2C)cc1OCC	-9%	4%	-8%	-1%	-0.6%	1%	-3.5	i	7%
Cc1c(Cl)cccc1NC(=O)CNc1cccc(C(F)(F)F)c1	24%	1%	1%	-20%	-0.5%[9.22 µM]	-39%	0.0	i	-10%
Cn1nnnc1SCC(=O)Nc1ccccc1-c1ccccc1	5%	13%	2%	-8%	-0.1%	-2%	1.0	i	4%
C/C=C/c1ccc(OCCn2nnc3ccccc32)c(OC)c1	7%	7%	?	-6%	11%	-13%	-2.8	i	nt

Two entries drawn at random from the list so far, as already listed:
structure	A549 viability	EPAC2 ag	Nrf2 block	TGFb SMAD3 inh	Nrf2 ARE act	HepG2 tox	IL-2 act	S2 tox	ATXN2 expr inh
Nc1c(-c2nc(-c3cccs3)no2)nnn1-c1cccc(Cl)c1	0%	nt	nt	-3%	7.0%	-1%	nt	i	10%
N#C/C(=C/c1ccc2c(c1)OCO2)C(=O)Nc1ccc(O)cc1	1%	8%	11%	-15%	9.7%	-53%	1.9	?	10%[11.3 µM]

The results go on.
structure	A549 viability	EPAC2 ag	Nrf2 block	TGFb SMAD3 inh	Nrf2 ARE act	HepG2 tox	IL-2 act	S2 tox	ATXN2 expr inh
CCOc1ccc(NC(=O)CN2CCN(C3CCCCC3)C(=O)C2=O)cc1	0%	nt	nt	-23%	3.4%	-22%	nt	i	-12%
O=C(O)c1ccc2nc(C(F)(F)F)[nH]c2c1	-7%	-1%	3%	-4%	-0.7%	1%	0.2	nt	nt
N#Cc1c2n(c3c(=O)[nH]cnc13)CCCC2	4%	5%	-10%	-4%	-0.8%	1%	-2.5	i	-9%
CCCNC(=O)C(Cc1cccc(Cl)c1)NC(=O)c1ccc(C#N)cc1 (stereo not given)	2%	4%	-6%	-3%	0.0%	-2%	1.2	i	5%
Cc1ccc2nc(Cl)c(CN(Cc3cccs3)C(=O)C3CC3)cc2c1	-4%	24%	?	?	-0.7%	-31%	-1.7	i	-19%
Cc1nn(-c2ccccc2)c(C)c1-c1nnc(-c2c(C)nn(-c3ccccc3)c2C)o1	-1%	0%	?	11%	3.7%	7%	0.4	i	-5%
CC1=C(C(=O)Nc2ccccn2)C(c2ccc(Br)cc2)n2ncnc2N1 (stereo not given)	-17%	-1%	4%	11%	-0.7%	-40%	-3.3	i	5%
CCCCn1c(N)c(N(CCOC)C(=O)CN2C(=O)NC3(CC(C)CC(C)(C)C3)C2=O)c(=O)[nH]c1=O (stereo not given)	4%	7%	-7%	-7%	-0.4%	-1%	-0.1	i	-4%
CCc1cccc(C)c1NC(=O)COC(=O)C1CC(=O)N(CCc2ccc(OC)c(OC)c2)C1 (stereo not given)	-9%	13%	5%	-2%	-0.7%	-18%	1.2	i	2%
CCOC(=O)C1CCCN(C(=O)c2cnn3c(C(F)F)cc(-c4ccc(C)cc4)nc23)C1 (stereo not given)	-1%	-10%	nt	?	1.7%	5%	-0.1	?	-25%
CCOC(=O)C(CC)Sc1nc2c(c(=O)[nH]c(=O)n2C)n1CCc1ccccc1 (stereo not given)	-4%	6%	0%	-1%	2.6%	-12%	0.4	i	2%
COc1ccc(N(CC(=O)NC2CCS(=O)(=O)C2)S(=O)(=O)c2cc(C)ccc2C)cc1 (stereo not given)	-11%	11%	-6%	8%	0.3%	-28%	1.1	i	-2%
CC1(C(=O)NS(=O)(=O)c2cccc(Cl)c2)CCN1C(=O)Cc1cccs1 (stereo not given)	nt	4%	nt	9%	0.2%[9.22 µM]	0%	-0.3	i	-1%
